High-throughput results: PubChem, National Center for Advancing Translational Sciences (NCATS)
ALDH1A1 inh – ALDH1A1 (human) enzyme inhibition. P00352. Purified ALDH1A1, NADH fluorescence, propionaldehyde substrate. Potency, µM (highest dose often 75.3 µM), inactives show top-dose activity, negative = inhibition, usual class: inhibitors. hit rate 7.3% among 220,000. AID 1030; active = well fitted inhibition curve with a large enough effect, not every such curve was filed as active; inconclusive = small, poorly fitted or top-dose-only effect, or another doubt; inactive = no such curve, though single readings can be large or run the other way;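 note: plate controls were no enzyme wells and a reference inhibitor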
Target sequence (P00352 whole entry, looked up): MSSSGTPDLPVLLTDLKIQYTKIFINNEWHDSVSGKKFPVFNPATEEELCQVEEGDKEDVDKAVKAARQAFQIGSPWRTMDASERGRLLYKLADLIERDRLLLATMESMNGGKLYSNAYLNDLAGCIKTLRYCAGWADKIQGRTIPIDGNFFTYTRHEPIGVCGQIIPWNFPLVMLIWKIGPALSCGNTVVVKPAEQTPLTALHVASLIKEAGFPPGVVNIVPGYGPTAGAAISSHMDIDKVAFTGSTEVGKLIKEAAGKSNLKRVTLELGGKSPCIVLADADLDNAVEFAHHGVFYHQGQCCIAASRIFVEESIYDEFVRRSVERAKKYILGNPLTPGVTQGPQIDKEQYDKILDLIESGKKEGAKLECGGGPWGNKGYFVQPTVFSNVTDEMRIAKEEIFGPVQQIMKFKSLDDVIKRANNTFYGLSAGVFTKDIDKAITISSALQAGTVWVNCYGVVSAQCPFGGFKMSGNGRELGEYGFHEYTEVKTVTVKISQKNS
KinaseGlo FLuc – blocks Kinase-Glo luciferase, a counter-screen artifact; Q27757; Kinase-Glo luciferase, ATP luminescence, 8 min; Potency, µM (doses to about 38.3 µM), for inactives: at the top dose activity change, negative = inhibition, most hits filed as inhibitors; hit rate 0.28% among 200,000; note: % is set by controls: 0 for no effect and ±100 for the full control effect; nearly all actives have a fitted effect of over 60% in size
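Luminescence was the read-out, taken after 8-minute incubation at ambient temperature. Luciferase turned over luciferin with 10 uM ATP in imidazole pH 7.2 buffer containing KCl, MgCl2, Tween 20 and BSA.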
Tau fibril ThT – blocks human tau fibril formation measured by thioflavin T; P10636; recombinant tau K18 P301L, heparin-induced fibrillization, ThT fluorescence; Potency, µM (series often up to 57.4 µM), for inactives: top-dose activity, negative = inhibition, most hits filed as inhibitors; hit rate 2.1% among 270,000; AID 1460; note: % is set by controls: 0 for no effect and ±100 for the full control effect; nearly all actives have a fitted effect of over 55% in size
Target sequence (P10636 561-689 P618L limits assumed): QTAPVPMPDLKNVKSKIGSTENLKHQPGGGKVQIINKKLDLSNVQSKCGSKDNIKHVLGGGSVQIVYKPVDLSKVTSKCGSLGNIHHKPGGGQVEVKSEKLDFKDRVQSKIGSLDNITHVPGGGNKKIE
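ThT emission at 510 nm, taken 1 hr after adding 30 uM dye, quantifies aggregates formed when 20 uM heparin acts on human tau K18 P301L for 6 hr at 37 C.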
Lamin A splicing – changes lamin A minigene splicing in HeLa cells; Potency, µM (doses to about 46.1 µM), inactives show at the highest dose ratio change, negative = inhibition, hits mostly inhibitors; hit rate 0.01% among 200,000; HeLa LMNA splicing GFP/RFP minigene ratio, 48 h; active = well fitted inhibition curve with a large enough effect in the signal ratio, with a control signal flat, not every such curve was filed as active; inconclusive = small, poorly fitted or top-dose-only effect, or effect the other way, or a change in a side signal; the % refers to the signal ratio; note: % is set by controls: 0 for no effect and ±100 for the full control effect
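S3 HeLa stable clones carrying a lamin A-EGFP splicing minigene plus DsRed2 were seeded at 600 cells/well in Opti-MEM with 2% FBS, pin-dosed and incubated 48 h at 37°C. Acumen cytometry (488 nm) gave the GFP/RFP total-intensity ratio.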
KDM4E inh – JMJD2E (human) inhibition | B2RXH2 | JMJD2E catalytic domain, FDH-coupled NADH fluorescence (FDH is formaldehyde dehydrogenase) | Potency, µM (doses to about 57.1 µM), inactives show top-dose activity change, negative = inhibition, actives largely listed as inhibitors | hit rate 1.6% among 230,000 | AID 2147; active = well fitted inhibition curve with a large enough effect, not every such curve was filed as active; inconclusive = small, poorly fitted or top-dose-only effect, or another doubt; inactive = no such curve, though single readings can be large or run the other way;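 note: 0% = wells with enzyme and -100% = buffer wells without enzyme; nearly all actives have a fitted effect of over 50% in size; many of its hits are not listed in these tables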
Target sequence (B2RXH2 1-337 limits assumed): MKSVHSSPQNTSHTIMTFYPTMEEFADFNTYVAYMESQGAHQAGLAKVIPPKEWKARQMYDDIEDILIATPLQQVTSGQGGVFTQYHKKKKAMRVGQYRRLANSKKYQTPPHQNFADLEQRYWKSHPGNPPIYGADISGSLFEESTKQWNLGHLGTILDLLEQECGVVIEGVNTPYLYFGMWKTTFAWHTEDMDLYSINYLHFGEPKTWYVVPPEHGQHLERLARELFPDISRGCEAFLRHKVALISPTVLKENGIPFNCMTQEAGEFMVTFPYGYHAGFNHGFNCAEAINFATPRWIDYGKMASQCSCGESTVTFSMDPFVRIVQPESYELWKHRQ
SMN2 splice enh – SMN2 splice variant enhancement | Potency, µM (top dose mostly 46.1 µM), inactives show at the highest dose activity change, positive = activation, hits mostly activators | HEK293 SMN2-luciferase splicing reporter, luminescence, 30-36 h | AID 1458 | hit rate 2.8% among 210,000; note: % of control where 0% means no effect; nearly all actives have a fitted effect of over 55% in size
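HEK293 cells carry an SMN2 […]–luciferase reporter in which exon 7 inclusion puts luciferase in frame. Cells were plated 10-12 h before compound addition, then incubated 30-36 h at 37C. ONE-Glo luminescence was read; sodium butyrate at 4.5 mM final served as control.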
RECQ1 helicase – inhibitors of human RECQ1 DNA helicase; P46063; RECQ1 DNA unwinding, red fluorescence kinetic read; Potency, µM (highest dose often 57.3 µM), without a hit: at the top dose activity, negative = inhibition, actives largely listed as inhibitors; hit rate 0.54% among 240,000;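 note: plate controls were vehicle for no effect and no enzyme for full effect; nearly all actives have a fitted effect of over 30% in size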
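RECQ1T1 50 nM; forked duplex (20 bp + 30-nt ss tails) 200 nM, ATP 2 mM final; pH 8.0, 2 mM MgCl2, 2.5 ug/ml poly(dI-dC); 15 min compound preincubation; discontinuous kinetic read over 2 h at RT.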
L3MBTL1 block – blocks human L3MBTL1 | hit rate 0.66% among 230,000 | AlphaScreen L3MBTL1–H3K9me1 peptide binding | Q9Y468 | Potency, µM (series often up to 57.1 µM), for the others: at the top dose activity, negative = inhibition, hits mostly inhibitors; note: % is set by controls: 0 for no effect and ±100 for the full control effect; nearly all actives have a fitted effect of over 60% in size
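L3MBTL1 50 nM + b-AHA-H3(1-15)K9me1 75 nM, 30 min RT; compound added, 30 min RT; streptavidin donor/Ni-chelate acceptor beads 10 ug/mL each final, 30 min RT dark; AlphaScreen read.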
* marks the source's active call; other numbers are inactive results; i = inactive; ? = inconclusive; / = not tested or not shown; & = joins results of further samples; [ ] = remark or other dose. Unless noted, calls come from the whole dose curve; as a rule, active = well fitted curve in the direction sought with a large enough effect; inconclusive = small, poorly fitted or top-dose-only effect, or another doubt; inactive = no such curve, though single readings can be large; an effect the other way counts as inactive or inconclusive. Potency is the fitted concentration of half-maximal effect. These rows are one share of the data; rates above refer to the full screens.

Assay codes: A = ALDH1A1 inh; B = KinaseGlo FLuc; C = Tau fibril ThT; D = Lamin A splicing; E = KDM4E inh; F = SMN2 splice enh; G = RECQ1 helicase; H = L3MBTL1 block
> CN/N=C(\Cc1nc2ccccc2[nH]1)c1ccc([N+](=O)[O-])cc1
  A: 20µM*	B: -4%	C: 13µM*	D: /	E: ?	F: ?	G: i	H: -23%
> NS(=O)(=O)c1ccc(CCNC(=O)C(=O)NCC2OCCN2C(=O)c2ccc3c(c2)OCO3)cc1 (stereo not given)
  A: 8%	B: -4%	C: -10%	D: ?	E: 1%	F: 6%	G: i	H: /
> CC(C)=CCC(C)(C)C1OCCN1C(=O)Nc1ccccc1 (stereo not given)
  A: -12%	B: -6%	C: -4%	D: 1%	E: 3%	F: -28%	G: -1%	H: -5%
> Brc1ccc2[nH]c3nc(SCCN4CCOCC4)nnc3c2c1
  A: ?	B: -3%	C: -5%	D: -10%[46 µM]	E: -1%	F: -16%	G: i	H: 2%
> COc1ccc(C(C[N+](=O)[O-])c2c(-c3ccccc3)cc3ccccn23)c(OC)c1 (stereo not given)
  A: ?	B: 8%	C: 9%	D: -21%	E: -6%	F: -33%[inhibitor]	G: -4%	H: /
> COc1c(C(C)C)oc2cc3oc(=O)ccc3cc12
  A: ?	B: -5%&-1%	C: -1%&-10%	D: -5%	E: ?	F: 7%&5%	G: -8%	H: 15%
> COc1ccccc1NC(=O)/C=C\C(=O)O
  A: 0%	B: 5%	C: -10%	D: ?	E: -12%	F: -32%[inhibitor]	G: -5%	H: /
> CCOc1cc(-c2cc(N)n[nH]2)cc(OCC)c1OCC
  A: 3%	B: -1%	C: -2%	D: -2%	E: -4%	F: 11%	G: 1%	H: -10%
> Cc1ccc(-c2noc(CN(C(=O)CCCCCN3C(=O)c4ccccc4C3=O)C(C)C)n2)cc1
  A: ?	B: -1%	C: -14%	D: ?	E: 9%	F: -34%[inhibitor]	G: -12%	H: 6%
> CCOC(=O)C1(Cc2cccc(Cl)c2)CCCN(C(=O)CCOC)C1 (stereo not given)
  A: 2%	B: /	C: -3%	D: /	E: 8%	F: /	G: -11%	H: -2%

Profiles, quoted from the list.
Entry for COc1c(C(C)C)oc2cc3oc(=O)ccc3cc12 : ALDH1A1 inh: ?; KinaseGlo FLuc: -5%&-1%; Tau fibril ThT: -1%&-10%; Lamin A splicing: -5%; KDM4E inh: ?; SMN2 splice enh: 7%&5%; RECQ1 helicase: -8%; L3MBTL1 block: 15%
Entry for NS(=O)(=O)c1ccc(CCNC(=O)C(=O)NCC2OCCN2C(=O)c2ccc3c(c2)OCO3)cc1 (stereo not given) : ALDH1A1 inh: 8%; KinaseGlo FLuc: -4%; Tau fibril ThT: -10%; Lamin A splicing: ?; KDM4E inh: 1%; SMN2 splice enh: 6%; RECQ1 helicase: i; L3MBTL1 block: /

Continued.
Assay codes: A = ALDH1A1 inh; B = KinaseGlo FLuc; C = Tau fibril ThT; D = Lamin A splicing; E = KDM4E inh; F = SMN2 splice enh; G = RECQ1 helicase; H = L3MBTL1 block
> CCCc1cc(=O)oc2cc(C)c(CN3CCCC3)c(O)c12
  A: 35µM*	B: -4%	C: ?	D: 0%	E: ?	F: -9%	G: 13µM*	H: 8.9µM*
> CC1(C)CC(=O)C2=C(C1)NC(=O)CC2c1ccc(N(CCC#N)CCC#N)cc1 (stereo not given)
  A: 1%	B: 1%	C: -2%	D: 4%	E: 1%	F: -1%	G: i	H: 3%
> Cc1cc(C)c2nc(-c3ccccn3)cc(C(=O)Nc3ccc(S(=O)(=O)Nc4onc(C)c4C)cc3)c2c1
  A: -6%	B: -2%	C: ?	D: ?	E: -5%	F: 14%	G: ?	H: ?
> CCCCn1nc2cc(C(=O)NC3CCc4ccccc43)ccc2c1OCC (stereo not given)
  A: ?	B: 2%	C: -23%	D: -11%	E: 9%	F: -21%	G: 0%	H: -3%
> COc1ccc(CN2C(=O)c3ccccc3C2=O)cc1C(=O)Nc1ccccc1N1CCOCC1
  A: -2%	B: 5%	C: -15%	D: /	E: -2%	F: 0%	G: -13%	H: -3%
> Cc1ccccc1-c1noc(-c2ccccc2C(=O)NCC2CCCO2)n1 (stereo not given)
  A: /	B: /	C: -6%	D: /	E: 7%	F: /	G: -3%	H: 1%
> CC(=O)c1c[nH]c(C(=O)NCC2CCCO2)c1 (stereo not given)
  A: 8%	B: 2%	C: -3%	D: -5%	E: 11%	F: 7%	G: -1%	H: ?
> CC(NS(=O)(=O)c1ccccc1)C(=O)Nc1ccc(S(N)(=O)=O)cc1 (stereo not given)
  A: ?	B: 2%	C: 9%	D: -11%	E: 0%	F: 0%	G: -6%	H: 16%
> Cc1ccc(NC(=O)Cn2nc(-c3ccccc3)nc2-c2ccccc2)c(C)c1
  A: 7%	B: 4%	C: -13%	D: 4%	E: 3%	F: -6%	G: -8%	H: -8%
> CC(=O)Nc1cccc(NC(=O)CSc2ccc(-c3cccnc3)nn2)c1
  A: 2%	B: -2%	C: -6%	D: ?	E: 5%	F: 25%	G: 34%[activator]	H: /

Assay codes: A = ALDH1A1 inh; B = KinaseGlo FLuc; C = Tau fibril ThT; D = Lamin A splicing; E = KDM4E inh; F = SMN2 splice enh; G = RECQ1 helicase; H = L3MBTL1 block
> COC(=O)c1c(C)[nH]c(C(=O)CC#N)c1C
  A: ?	B: -3%	C: ?	D: /	E: ?	F: ?	G: i	H: /
> COc1ccc(CCNC(=O)C(=O)NCCOc2ccccc2Cl)cc1OC
  A: ?	B: -2%	C: 4%	D: -9%	E: -3%	F: -1%	G: -6%	H: 4%
> Nc1cc(Br)c(N)c(Br)c1
  A: 0%	B: -4%	C: ?	D: 0%	E: 5%	F: 2%	G: -5%	H: -6%
> CC(C)CC(=O)N1CCN(S(C)(=O)=O)CC1
  A: -7%	B: 1%	C: -3%	D: 6%	E: 0%	F: 5%	G: -3%	H: 0%
> CCOC(=O)C1Sc2ccccc2NC1=O (stereo not given)
  A: 8%	B: 2%	C: -7%	D: /	E: ?	F: -4%	G: -2%	H: /
> CCC(=O)NC(Nc1c(C)n(C)n(-c2ccccc2)c1=O)C(Cl)(Cl)Cl (stereo not given)
  A: 4%	B: -7%	C: -16%	D: 31%[46 µM]	E: -7%	F: 2%	G: 23%	H: 1%
> O=C1OCCC1Sc1nc2ccccc2s1 (stereo not given)
  A: -8%	B: 2%	C: -4%	D: ?	E: ?	F: 8%	G: -2%	H: 24%[11.4 µM]
> COc1cc(CN2CCC(N3CCC(C(=O)N4CCCC4)CC3)CC2)cc2c1OCO2
  A: 3%	B: /	C: -3%	D: /	E: -4%	F: /	G: 0%	H: -1%
> COc1ccc(-c2c(C)cc3oc(=O)cc(-c4ccccc4)c3c2C)cc1F
  A: 1%	B: -1%[39.9 µM]	C: ?	D: /	E: /	F: /	G: i	H: -2%
> O=Cc1cn(CC(=O)N2CCCc3ccccc32)c2ccccc12
  A: ?	B: 2%	C: 6%	D: ?	E: 0%	F: -29%	G: -1%	H: -14%
> CCOc1ccc(CC(=O)Nc2sc(Cc3ccccc3)cc2C(N)=O)cc1OCC
  A: ?	B: -1%	C: -6%	D: 14%	E: ?	F: -18%	G: i	H: /

Arranged by number of heavy atoms (highest first): 10 of the compounds above.
Assay codes: A = ALDH1A1 inh; B = KinaseGlo FLuc; C = Tau fibril ThT; D = Lamin A splicing; E = KDM4E inh; F = SMN2 splice enh; G = RECQ1 helicase; H = L3MBTL1 block
> COc1ccc(CN2C(=O)c3ccccc3C2=O)cc1C(=O)Nc1ccccc1N1CCOCC1
  A: -2%	B: 5%	C: -15%	D: /	E: -2%	F: 0%	G: -13%	H: -3%
> COc1cc(CN2CCC(N3CCC(C(=O)N4CCCC4)CC3)CC2)cc2c1OCO2
  A: 3%	B: /	C: -3%	D: /	E: -4%	F: /	G: 0%	H: -1%
> Cc1ccc(NC(=O)Cn2nc(-c3ccccc3)nc2-c2ccccc2)c(C)c1
  A: 7%	B: 4%	C: -13%	D: 4%	E: 3%	F: -6%	G: -8%	H: -8%
> COc1ccc(-c2c(C)cc3oc(=O)cc(-c4ccccc4)c3c2C)cc1F
  A: 1%	B: -1%[39.9 µM]	C: ?	D: /	E: /	F: /	G: i	H: -2%
> CC(=O)Nc1cccc(NC(=O)CSc2ccc(-c3cccnc3)nn2)c1
  A: 2%	B: -2%	C: -6%	D: ?	E: 5%	F: 25%	G: 34%[activator]	H: /
> CCC(=O)NC(Nc1c(C)n(C)n(-c2ccccc2)c1=O)C(Cl)(Cl)Cl (stereo not given)
  A: 4%	B: -7%	C: -16%	D: 31%[46 µM]	E: -7%	F: 2%	G: 23%	H: 1%
> O=Cc1cn(CC(=O)N2CCCc3ccccc32)c2ccccc12
  A: ?	B: 2%	C: 6%	D: ?	E: 0%	F: -29%	G: -1%	H: -14%
> CC(=O)c1c[nH]c(C(=O)NCC2CCCO2)c1 (stereo not given)
  A: 8%	B: 2%	C: -3%	D: -5%	E: 11%	F: 7%	G: -1%	H: ?
> COC(=O)c1c(C)[nH]c(C(=O)CC#N)c1C
  A: ?	B: -3%	C: ?	D: /	E: ?	F: ?	G: i	H: /
> Nc1cc(Br)c(N)c(Br)c1
  A: 0%	B: -4%	C: ?	D: 0%	E: 5%	F: 2%	G: -5%	H: -6%
